Prostate diff – LNCaP prostate cell differentiation activation | flow cytometry side scatter, 4 d | side scatter shift, % at 10 µM | actives 0.56% (n = 24,000) | AID 795;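 active = side scatter shift above 30%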;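 note: androgen-responsive LNCaP prostate cancer cells in charcoal-stripped serum medium; percent of cells past a gate set so DMSO wells show 10% shift; higher shift means more granular cells and more differentiation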
VLA-4 antagonist – inhibition of LDV-FITC ligand binding to human VLA-4 integrin | Jurkat cells, LDV-FITC binding with Mn2+, flow cytometry; 100% = Mn2+-driven binding gain fully reversed | inhibition, % at 10 µM (by protocol) | actives 0.2% (n = 24,000) | AID 529;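 active = inhibition above 50%; inconclusive = compound itself fluorescent, judged against control cell fluorescence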;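 note: 0% = Mn2+ stimulated cells lacking compound and 100% = ligand binding without Mn2+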
Target sequence (P13612 whole entry, looked up): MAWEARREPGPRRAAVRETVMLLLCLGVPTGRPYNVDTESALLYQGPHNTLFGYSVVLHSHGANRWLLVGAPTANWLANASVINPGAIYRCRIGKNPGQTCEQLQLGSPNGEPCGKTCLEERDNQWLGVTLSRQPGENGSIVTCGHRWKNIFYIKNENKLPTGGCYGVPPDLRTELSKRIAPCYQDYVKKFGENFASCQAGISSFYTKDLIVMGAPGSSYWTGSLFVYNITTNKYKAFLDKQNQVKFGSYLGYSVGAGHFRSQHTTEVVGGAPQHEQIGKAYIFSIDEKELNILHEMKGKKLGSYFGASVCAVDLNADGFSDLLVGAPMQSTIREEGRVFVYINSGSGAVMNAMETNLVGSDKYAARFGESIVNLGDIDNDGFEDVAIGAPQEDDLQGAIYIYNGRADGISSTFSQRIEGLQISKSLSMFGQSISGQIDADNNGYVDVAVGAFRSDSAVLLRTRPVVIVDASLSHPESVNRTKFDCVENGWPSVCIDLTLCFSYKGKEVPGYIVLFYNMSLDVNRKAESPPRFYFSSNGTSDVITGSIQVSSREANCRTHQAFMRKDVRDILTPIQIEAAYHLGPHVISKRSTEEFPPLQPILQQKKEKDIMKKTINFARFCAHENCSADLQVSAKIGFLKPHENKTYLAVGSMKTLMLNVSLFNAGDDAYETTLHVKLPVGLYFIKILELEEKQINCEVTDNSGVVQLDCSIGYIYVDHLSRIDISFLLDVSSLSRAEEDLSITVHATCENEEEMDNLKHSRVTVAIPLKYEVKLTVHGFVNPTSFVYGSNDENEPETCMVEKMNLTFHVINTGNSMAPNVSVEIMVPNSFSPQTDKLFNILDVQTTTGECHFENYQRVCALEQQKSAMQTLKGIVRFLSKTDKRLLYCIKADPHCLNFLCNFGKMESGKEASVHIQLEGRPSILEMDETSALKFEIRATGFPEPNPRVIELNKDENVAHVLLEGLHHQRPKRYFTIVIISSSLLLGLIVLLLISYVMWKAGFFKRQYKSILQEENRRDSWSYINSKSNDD
Jurkat autofluor – counter-screen for VLA-4 integrin: compound autofluorescence in Jurkat cells. flow cytometry; active compounds read high; 1 = vehicle-only cell background. fluorescence ratio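 (tested at 10 µM compound in the well)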. actives 0.61% (n = 24,000). AID 576;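 active = fluorescence ratio above 2.44, which is 1 plus 3 SD of all ratios; inconclusive = signal too bright to measure linearly, ratio around 10 or more; inactive = fluorescence ratio below 2.44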;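 note: green fluorescence of cells measured with 488 nm excitation and 530 nm emission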
VLA-4 agonist – allosterically activates the human VLA-4 integrin. Jurkat cells, LDV-FITC binding, flow cytometry. activation, % at 10 µM (by protocol). 24,000 tested, under 10 active. AID 528;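 active = fluorescent ligand binding to cells raised by more than 40% of the manganese-induced maximum; inconclusive = compound's own fluorescence above 85% of the ligand control signal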;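 note: 0% = ligand binding without compound and 100% = manganese-stimulated maximal binding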
An asterisk follows results filed as active; u = inconclusive; x = not tested or not shown. The list is partial; rates above refer to the full screens.

Structure,Prostate diff,VLA-4 antagonist,Jurkat autofluor,VLA-4 agonist
CCN(Cc1ccccc1)C(=O)CCc1nc(-c2ccc(C)cc2)no1,10,10,1.1,-8
CC1CCN(C(=O)CSc2nnc(Cc3ccccc3)o2)CC1,11,18,1.1,-11
O=C(O)CCc1nc2cccnc2n1Cc1ccccc1,2,11,1,-1
Cc1ccc(Cn2nnc3c(=O)n(Cc4cc(C)ccc4C)cnc32)cc1,17,u,1.2,-4
COc1cccc(CNC(=O)Nc2cccs2)c1,3,-21,1.1,2
COC(=O)CCSCc1cn2cc(Cl)ccc2n1,6,-4,1.1,8
COc1ccc(C(=O)Nc2cccc(-c3nc4ncccc4o3)c2C)cc1OC,11,-2,1,4
CC1=C(C(=O)NC2CCCCC2C)C2(CCC(C)CC2)OC1=O (stereo unspecified),2,-1,0.98,-4
COc1ccc(CCNC(=O)c2nc3ncccn3n2)cc1OC,18,-19,0.99,6
CCCCCC(=O)N1CC2(C)CN(C(=O)CCCCC)CC(C)(C1)C2=O,4,-8,1.1,2
CC(=O)Nc1ccc(NC(=O)C2CCCN(c3nnc(-n4cccc4)s3)C2)cc1 (stereo unspecified),22,13,0.99,0
COc1ccc(N2C(=O)CSC2c2ccncc2)cc1 (stereo unspecified),2,8,1.2,-6
O=c1cc(N2CCN(Cc3ccccc3)CC2)[nH]c(=O)n1Cc1ccc(F)cc1,20,-9,1,5
CCOC(=O)CSc1nnc(-c2ccc(NS(=O)(=O)c3ccc(C)cc3)cc2)o1,4,-24,0.97,-5
COc1ccc(-c2cc(C(F)(F)F)nc(N3CCCCC3)n2)cc1OC,12,15,1.2,-5
O=C(NCCc1ccccn1)c1ccc(COc2ccccc2)o1,6,-20,0.93,-2
COCCn1nnnc1C(c1ccc(OC)cc1)N1CCN(c2ccccc2F)CC1 (stereo unspecified),12,-10,1,0
Cc1nn(C)c(C)c1S(=O)(=O)N1CCC(C(=O)NCC2COc3ccccc3O2)CC1 (stereo unspecified),11,-8,1,0
Nn1c(Cc2ccccc2F)nnc1SCC(=O)N1CC(=O)Nc2ccccc21,5,-10,1.2,-13
O=C1c2ccccc2C(=O)N1C/C=C/c1ccccc1,12,-8,1,2
COc1ccc(CNC(=O)C(C)NC(=O)c2cc3ccccc3o2)cc1 (stereo unspecified),10,16,1.1,-7
COc1ccc(/C(O)=C2/C(=O)C(=O)N(CCCN(C)C)C2c2ccco2)cc1Cl (stereo unspecified),12,-14,1,1
Clc1ccccc1OCCCCn1ccnc1,5,-26,0.92,6
CN1CC=C2C(C#N)=C(N)C(C#N)(C#N)C(Cc3ccccc3)C2C1 (stereo unspecified),15,u,2.6*,u
CCOC(=O)C1=C(N)c2ccccc2CC1C(C)C (stereo unspecified),4,-8,1,-2
CNC(=O)c1nnn(Cc2ccccc2)c1NC(C)=O,9,-12,1.1,-1
O=C(CSc1ncnc2ccccc12)NCCCO,7,0,1,0
Cc1noc(C)c1S(=O)(=O)NC1CCN(Cc2ccccc2)CC1,6,4,1.1,0
COCCNC(=O)CN1CCC(NC(=O)Nc2ccc(C(F)(F)F)cc2)CC1,6,-7,1,-3
CCN1CCN(C(=O)c2nn(-c3ccc(OC)cc3)c(=O)c3c2c2ccccc2n3C)CC1,9,-19,1,8
O=C(C1CCN(S(=O)(=O)c2cccnc2)CC1)N1CCN(c2ccc(Cl)cc2)CC1,10,u,1.1,u
COC(=O)CS(=O)(=O)c1nnc([C@H](Cc2ccccc2)NC(=O)OC(C)(C)C)o1,19,-6,0.92,0
CC(CC(=O)NCc1ccccc1)C1CCCO1 (stereo unspecified),11,-12,0.96,-3
COc1ccc(-c2c(C)nn3c(N4CCN(Cc5ccccc5)CC4)cc(C)nc23)cc1OC,7,17,1.1,-2
Cc1cc(NC(=O)CSc2nc3c([nH]c4ccccc43)c(=O)n2-c2cccc(C(F)(F)F)c2)no1,2,16,1,-2
COCCN1Cc2cccc(C(=O)Nc3cc(OC)ccc3OC)c2C1=O,8,3,1.1,8
COc1ccc(C2C(C(=O)O)CC(=O)N2c2ccc(OC)cc2)cc1 (stereo unspecified),1,u,1.1,u
O=c1cc(CSc2nnnn2-c2ccccc2)nc2scc(-c3ccccc3)n12,8,-35,1.3,-11
Cc1cc(C)c(S(=O)(=O)NCc2cn3c(C)csc3n2)cc1C,7,5,1.1,-2
COc1ccc(-c2noc(CCC(=O)NCc3cc(Br)ccc3OC)n2)cc1,15,-1,1,-4
Cc1ccc(-c2nnn(Cc3nc(N)nc(N4CCOCC4)n3)n2)cc1,7,9,1.1,-2
COc1ccc(N2CCN(CCCNC(=O)C3(S(=O)(=O)c4ccc(Cl)cc4)CC3)CC2)cc1,6,-6,1.1,-2
Cc1cc(NCC2CCCO2)n2c(nc3ccccc32)c1C#N (stereo unspecified),5,-5,1.4,-3
NC(=O)c1cccn1Cc1ccccc1Cl,2,6,1,-8
CC(C)CN(CCCNC(=O)CC1Oc2ccccc2NC1=O)CC(C)C (stereo unspecified),7,-1,0.96,6
Cc1ccc(N(C)C(=O)N2CCN(S(=O)(=O)c3ccc(C)cc3)CC2)cc1,16,4,1,-1
COc1ccc(NC(C)=O)cc1NC(=O)CN1CCN(CC(=O)Nc2ccccc2Cl)CC1,0,24,1,1
CCn1c(=O)n(CC(=O)Nc2cc(OC)ccc2OC)c(=O)c2ccccc21,11,-9,1,-2
CCOC(=O)CN(Cc1ccccc1)S(=O)(=O)c1ccc(NC(C)=O)cc1,4,u,1.1,u
O=C(NCCCN1CCCCCC1)c1ccc(N2CCCC2=O)cc1,1,-4,1.1,4

Single values from the entries so far.
In VLA-4 agonist, Cc1cc(NCC2CCCO2)n2c(nc3ccccc32)c1C#N (stereo unspecified) is entered as -3
In Prostate diff, CN1CC=C2C(C#N)=C(N)C(C#N)(C#N)C(Cc3ccccc3)C2C1 (stereo unspecified) is entered as 15

Going on with the list:
Structure,Prostate diff,VLA-4 antagonist,Jurkat autofluor,VLA-4 agonist
CC(=O)c1cccc(NC(=O)C2CCCN(S(=O)(=O)c3cccc4cccnc34)C2)c1 (stereo unspecified),14,8,1.1,-5
CCCSc1ncnc2c1oc1ccccc12,4,-15,0.97,-5
CCN(Cc1ccccc1)C(=O)Cn1cc2c(n1)CCCC2,3,-27,1.1,3
COc1ccc(-c2nc(CS(=O)CC(=O)NCc3cccnc3)c(C)o2)cc1 (stereo unspecified),2,5,1.1,-3
COc1cc2nc(N(C)C)nc(N)c2cc1OC,16,0,1,4
CCOC(=O)c1cc(-c2ccccc2)n(CC(=O)N2CCCC2)c1C,7,-1,1.1,1
COC(=O)c1ccccc1NC(=O)Nc1nnc(N2CCCCC2C)s1 (stereo unspecified),3,-5,1,2
CCOc1ccc(C2CC(c3cccc(OC)c3)Nc3nc(N)nn32)cc1 (stereo unspecified),6,-16,0.99,4
CC1(C)OC(C(N)=O)C(C(N)=O)O1 (stereo unspecified),2,5,1.1,1
COc1ccc(-n2c(CNC(=O)c3ccc(S(=O)(=O)N4CCCC4)cc3)n[nH]c2=S)cc1,15,15,1,2

3 compounds from above, ordered by molecular weight, falling.
Structure,Prostate diff,VLA-4 antagonist,Jurkat autofluor,VLA-4 agonist
CC(=O)c1cccc(NC(=O)C2CCCN(S(=O)(=O)c3cccc4cccnc34)C2)c1 (stereo unspecified),14,8,1.1,-5
COc1ccc(-c2nc(CS(=O)CC(=O)NCc3cccnc3)c(C)o2)cc1 (stereo unspecified),2,5,1.1,-3
CCCSc1ncnc2c1oc1ccccc12,4,-15,0.97,-5

Remaining list, next part:
Structure,Prostate diff,VLA-4 antagonist,Jurkat autofluor,VLA-4 agonist
O=C(Cc1c(C(=O)O)[nH]c2ccccc12)NCCN1CCN(c2cccc(Cl)c2)CC1,9,-26,1,4
O=S(=O)(NC1CCCCCC1)c1cccc2cccnc12,14,-2,1.1,-2
CC(=O)c1cc2cc(O)ccc2o1,11,-6,1,2
CC1CCc2cc(F)cc3c(O)c(C(=O)NCC4CCCO4)c(=O)n1c23 (stereo unspecified),5,-24,1.2,10
CC(C)N1C(=O)CCC1C(=O)N1CCN(c2ccccn2)CC1 (stereo unspecified),5,-10,0.93,4
N#CCc1ccc(NS(=O)(=O)c2ccc(N3CCCC3=O)cc2)cc1,8,0,1.1,-1
COc1ccc2[nH]c(=O)c(CNC3CCCCC3)cc2c1,8,-16,1.2,-8
O=C(Cc1ncn[nH]1)NCCc1ccccc1,10,-9,1.1,-3
Cc1nc(C)c(C(=O)Nc2nc3c(C)cccc3s2)o1,4,u,1.3,u
Cc1cc(C)n(-c2ccc(C(=O)Nc3ccc4c(c3)OCCO4)cc2)n1,9,6,1,-16
COC(=O)c1cc2c(s1)-c1ccccc1OC2,9,-3,0.98,0
COc1ccccc1CNC(=O)CCCNS(=O)(=O)c1cccc2nsnc12,4,-4,1,-3
COc1ccc(CCNC(=O)c2oc3ccc(S(=O)(=O)N4CCOCC4)cc3c2C)cc1OC,1,10,1.1,-6
Cc1ccc(-c2ccc(=O)n(CC(=O)NCCN3C(C)CCCC3C)n2)cc1 (stereo unspecified),7,-7,1.1,6
CCOC(=O)N1CCN(C(=O)c2ccc(N3CCCC3=O)cc2)CC1,9,-28,0.96,8
CCc1ccccc1OCCCCN1CCCC1,10,-16,1.1,4
Cc1ccccc1C(=O)c1cccn1CC(=O)N1CCCCCC1,13,28,0.99,-5
CN1CCC(=C2c3ccccc3C=Cc3ccccc32)CC1,8,-18,0.94,6
O=C(Cn1cccc1C(=O)c1ccccc1)NCCCN1CCOCC1,14,5,0.95,9
CCOC(=O)N1CCC(Nc2ccc3nnc(-c4ccccc4)n3n2)CC1,11,4,1.1,4
Cc1cc(C)c(NC(=O)NC(=O)c2cccc(F)c2)c(C)n1,12,-20,1,7
CCOC(=O)Nc1ccc2c(CN3C(=O)NC4(CCCC4)C3=O)cc(=O)oc2c1,3,-9,1.2,0
Cc1csc2ncc(C(=O)Nc3ccon3)c(=O)n12,4,3,0.93,2
CCC1Oc2ccc(C)cc2N(CC(=O)N(Cc2cccnc2)Cc2ccc(C)o2)C1=O (stereo unspecified),7,-18,1.1,-1
CCc1ccccc1NC(=O)CSc1ncn[nH]1,6,-20,0.91,7
CCOC(=O)c1nnc2ccnn2c1N,12,-4,1.1,2
COc1cccc(-c2nc(CS(=O)CC(=O)O)c(C)o2)c1 (stereo unspecified),8,-2,1,-2
CCCNC(=O)N1CCN(c2nc(C(C)C)c3c(c2C#N)CC(C)(C)OC3)CC1,6,-32,1,-1
[N-]=[N+]=CC(=O)CC(c1ccccc1)N1C(=O)c2ccccc2C1=O (stereo unspecified),8,-8,1,-1
COc1ccc(CCC(=O)NCc2cn3ccsc3n2)cc1,5,-4,1,2
O=C(NCCO)c1cc2ccccc2cc1O,1,-16,1.1,2
O=C(C1CCCC1)N(c1ccccc1)C1C=CS(=O)(=O)C1 (stereo unspecified),8,-3,0.99,6
O=C(NCc1cn2ccsc2n1)c1cccc(C(F)(F)F)c1,3,-3,1,1
CCOC(=O)c1[nH]c(C)c(C(=O)NC2CCCCCC2)c1C,x,-15,0.8,12
CC(C)(S)[C@@H](N)C(=O)O,3,-4,1,-2
COc1ccc(OC)c(CCNC(=O)CC2Oc3ccccc3NC2=O)c1 (stereo unspecified),10,u,1.1,u
O=C(NCCN1CCOCC1)C1CCN(S(=O)(=O)N2CCCCC2)CC1,7,-26,0.98,10
O=C(Nc1ccccc1Cl)c1c(F)c(F)c(F)c(F)c1F,13,9,1.1,3
CCC1Oc2ccc(C)cc2N(CC(=O)NCc2ccccc2OC)C1=O (stereo unspecified),6,-9,1,1
Cc1cc(C)c(NC(=O)Cn2cc3c(n2)CCCC3)c(C)c1,12,4,1,5
Cc1ccc(Cn2ccc(NC(=O)c3cc(C(C)C)on3)n2)cc1,8,5,0.98,2
CN1C(=O)CC(N2CCC(C(N)=O)(N3CCCCC3)CC2)C1=O (stereo unspecified),5,-8,0.94,2
COc1ccc(NC(=O)c2cc(C(C)C)on2)c(OC)c1,12,1,1,7
O=C(NC1CCCCC1)C(c1ccccc1)N1CCOCC1 (stereo unspecified),3,-2,1.1,1
O=C(O)c1cccnc1-c1ncccc1C(=O)O,12,-7,0.99,1
CCN(CC)Cc1c[nH]c2c(C(=O)OC)cccc12,3,0,1,6
O=C(Nc1ccccc1N1CCN(c2ccc(F)cc2)CC1)c1ccccc1,9,-10,1,2
CCCCNC(=O)CC(=O)Nc1ccccc1C(=O)O,2,7,0.93,5
CC(=O)N1CCCc2cc(S(=O)(=O)NCCC3=CCCCC3)ccc21,5,1,1.1,-1
Cn1c(=O)cc(SCC(=O)N2CCN(c3ccccn3)CC2)c2ccccc21,5,9,1.1,-7

Screening data: PubChem, NMMLSC
